Screening data (PubChem)
VIM-2 inh = blocks Pseudomonas aeruginosa VIM-2 metallo-beta-lactamase. purified VIM-2, nitrocefin hydrolysis, epi-absorbance fluorescence. inhibition, % at 5.6 µM. 290,000 tested, 0.89% active. AID 1527;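 active means inhibition above the mean of all tested compounds plus 3 SD, cutoff set per screening run, cut at about 7.5% in these data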;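 further: red hydrolysis product quenches plate fluorescence so inhibitors raise well fluorescence; 0% = enzyme with DMSO and 100% = DMSO without enzyme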
DNA FID counter = displaces DNA intercalator in HCV helicase counter-screen. DNA fluorescent intercalator displacement, fluorescence. inhibition, % at 7.9 µM. 290,000 tested, 0.17% active. AID 1845; in the data active means inhibition above about 37%;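 further: 0% = vehicle and 100% = reference compound; higher means more ethidium bromide displaced from hairpin DNA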
GPR7 antag = human neuropeptides B/W receptor 1 antagonism; P48145; GPR7-expressing cells, fluorescence antagonist assay; inhibition, % at 4.4 µM; 290,000 tested, 1.1% active; AID 1861; in the data active means inhibition above about 16%, passing the limit was not always enough;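 further: cells stimulated with the agonist NPW; 0% = agonist with vehicle and 100% = vehicle without agonist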
Target sequence (P48145 whole entry, looked up): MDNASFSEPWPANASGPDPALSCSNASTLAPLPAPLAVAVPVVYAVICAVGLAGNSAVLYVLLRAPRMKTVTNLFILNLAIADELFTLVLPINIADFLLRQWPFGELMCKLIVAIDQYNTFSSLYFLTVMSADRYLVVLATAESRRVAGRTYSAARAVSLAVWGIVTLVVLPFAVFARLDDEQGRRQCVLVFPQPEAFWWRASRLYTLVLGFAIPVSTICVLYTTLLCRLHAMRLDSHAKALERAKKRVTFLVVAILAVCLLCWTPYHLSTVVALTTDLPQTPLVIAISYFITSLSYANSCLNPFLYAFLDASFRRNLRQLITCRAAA
HCV NS3 hel inh = blocks Hepatitis C virus NS3 helicase unwinding; NS3 helicase DNA unwinding, Cy5 molecular beacon fluorescence; inhibition, % at 10.9 µM; 290,000 tested, 0.56% active;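 active means inhibition above the mean of all tested compounds plus 3 SD, set per campaign, cut at about 35% in these data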;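 further: 0% = DMSO wells and 100% = thioflavine S control wells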
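Compound dosing – single dose, 10.9 µM nominal final, DMSO 0.8% final · System – NS3 helicase fragment of HCV · Buffer or medium – MOPS pH 6.5, MgCl2, DTT, Tween20, BSA · Signal – Cy5 beacon fluorescence read at start and 1 h · Also added – annealed dual-labelled DNA beacon duplex, ATP-started · Schedule – 1 h at 25 °C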
PHOSPHO1 block = PHOSPHO1 (human) inhibition | Q8TCT1 | recombinant PHOSPHO1, absorbance phosphatase assay | inhibition, % at 13.3 µM | 290,000 tested, 1.1% active | AID 1565; in the data active means inhibition above about 60%
V1aR counter = V1a receptor agonism, counter-screen for OXTR agonists. P37288. CHO-V1R cells, Fluo-8 calcium fluorescence, agonist mode; 0% DMSO, 100% 3 nM vasopressin. activation, % at 3 µM. 320,000 tested, 0.25% active. AID 2797;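 active means activation above the mean activation of all tested compounds plus 3 SD, per screening run, cut at about 20% in these data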;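 further: signal is peak over basal fluorescence ratio across a 100 second FLIPR read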
OXTR ag = human OXTR agonism; P30559; activation, % at 3 µM; 320,000 tested, 0.32% active; CHO-OTR cells, Fluo-8 calcium fluorescence; normalized: DMSO 0%, oxytocin 100%; AID 2435;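 active means activation above the mean of all tested compounds plus 3 SD, cutoff set per screening run, cut at about 20% in these data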;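 further: peak over basal fluorescence ratio from a 100 s FLIPR kinetic read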
Target sequence (P30559 whole entry, looked up): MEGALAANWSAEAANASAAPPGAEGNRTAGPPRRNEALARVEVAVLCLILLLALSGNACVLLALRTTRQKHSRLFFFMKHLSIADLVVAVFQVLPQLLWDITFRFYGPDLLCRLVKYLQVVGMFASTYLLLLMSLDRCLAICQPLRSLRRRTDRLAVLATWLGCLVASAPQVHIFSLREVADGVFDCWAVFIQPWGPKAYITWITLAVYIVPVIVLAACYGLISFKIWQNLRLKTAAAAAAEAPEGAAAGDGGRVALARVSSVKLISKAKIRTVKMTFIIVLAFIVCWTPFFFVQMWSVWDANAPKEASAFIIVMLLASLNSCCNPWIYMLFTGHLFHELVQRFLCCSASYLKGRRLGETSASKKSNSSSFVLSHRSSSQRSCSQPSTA
IMP-1 inh = blocks Pseudomonas aeruginosa IMP-1 metallo-beta-lactamase; purified IMP-1, nitrocefin hydrolysis, epi-absorbance fluorescence; inhibition, % at 5.6 µM; 290,000 tested, 0.45% active;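 active means inhibition above the mean plus 3 SD of all compounds in the same screening run, cut at about 4.5% in these data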;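 further: 0% = IMP-1 with DMSO and 100% = DMSO wells lacking enzyme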
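system = purified recombinant IMP-1 beta-lactamase | amount = 0.2 nM IMP-1, as dispensed | medium = HEPES buffer pH 7.1 with ZnSO4 and Brij 35 | times = 25 °C, 15 min preincubation, 25 min reaction | detection = plate fluorescence quenching by hydrolysis product, ex 480/em 530 nm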
GalR3 antag = human GalR3 antagonism; 360,000 tested, 0.44% active; O60755; HEK293 GalR3-CNG cAMP membrane potential fluorescence; galR3 body fused to GalR1 C-terminus; inhibition, % at 3 µM;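 active means inhibition above the screen-wide average plus 3 SD, cut at about 13% in these data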;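 further: forskolin and galanin both at EC90 stimulate the cells; cAMP rise reported by CNG channel membrane potential dye signal; 0% = forskolin plus galanin with DMSO and 100% = forskolin alone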
Target sequence (O60755 1-299 limits assumed): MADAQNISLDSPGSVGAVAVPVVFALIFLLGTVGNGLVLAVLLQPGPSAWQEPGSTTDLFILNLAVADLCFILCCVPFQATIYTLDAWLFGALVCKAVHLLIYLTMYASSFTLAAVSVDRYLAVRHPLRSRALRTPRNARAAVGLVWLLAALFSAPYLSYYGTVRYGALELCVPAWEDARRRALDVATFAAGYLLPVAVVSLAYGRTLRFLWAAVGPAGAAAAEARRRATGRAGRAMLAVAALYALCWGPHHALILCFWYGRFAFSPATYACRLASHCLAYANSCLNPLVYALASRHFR
Active calls of the source: *; / = not tested or not shown.

SMILES | VIM-2 inh | DNA FID counter | GPR7 antag | HCV NS3 hel inh | PHOSPHO1 block | V1aR counter | OXTR ag | IMP-1 inh | GalR3 antag
CC1(C)NC(=O)N(CCCCOc2ccc3ccccc3c2Cl)C1=O | -0.9 | -9.2 | -5.8 | -13.7 | 23.7 | 5.2 | 5.9 | -3.2 | -0.8
O=C1[C@@H]2CSCN2C(=O)CN1Cc1c(F)cccc1Cl | -1.0 | -0.3 | -13.2 | -4.0 | / | -0.7 | 0.2 | -1.4 | -4.5
CCOC(=O)CSc1nc2ccccc2c(=O)n1C1CCCC1 | -1.2 | -21.0 | 13.9 | 1.7 | 5.0 | -1.8 | -1.8 | -2.2 | -8.2
Cc1cccc(NC(=O)c2ccc(S(=O)(=O)C(F)F)cc2)c1C | -2.7 | -7.8 | 14.0 | -3.4 | -4.0 | 3.6 | -1.0 | -3.0 | 3.4
COC(=O)CSC1=C(C#N)C(c2ccc(F)cc2)CC(=O)N1 (stereo not given) | -3.0 | -0.7 | -14.4 | 1.9 | -6.6 | 0.8 | 0.7 | -3.4 | 0.8
Cc1nnc(N2C(=O)C(O)=C(C(=O)c3ccco3)C2c2cccc3ccccc23)s1 (stereo not given) | -2.2 | -16.1 | -11.8 | 5.6 | 22.6 | 6.2 | 0.2 | -3.0 | 4.5
COc1ccc2[nH]cc(CCNS(=O)(=O)c3ccc(C)cc3)c2c1 | -2.2 | -12.6 | -0.9 | 3.9 | 24.0 | 6.0 | 6.0 | -3.0 | 0.4
CC(=O)Nc1ccc(C(O)(C(F)(F)F)C(F)(F)F)cc1 | -1.9 | -0.9 | 15.8 | 4.1 | 20.4 | 1.7 | 4.1 | -0.8 | -5.1
CN(NS(=O)(=O)c1ccc(F)cc1)c1ncc(C(F)(F)F)cc1Cl | -2.6 | -22.1 | -12.0 | -0.6 | 15.5 | -1.9 | -2.1 | -3.4 | -4.5
CC(=O)ON1C(C)(C)CC(OC(=O)c2ccccc2)CC1(C)C | -0.6 | -17.2 | -5.0 | -1.2 | -40.4 | -0.5 | -2.5 | -1.6 | -3.7
O=C(N/N=C(\c1ccccc1)c1cccnc1)C(O)(c1ccccc1)c1ccccc1 | -4.0 | -35.9 | 2.3 | 2.1 | 2.9 | 0.5 | -2.0 | -1.2 | -1.6
Cc1cc(C)c(OCCN(C)Cc2ccccc2)c(Br)c1 | -2.5 | 2.9 | -9.6 | 2.6 | 17.0 | 4.0 | -0.2 | -3.5 | -0.3
COc1ccc(O)c(/C=N/NS(=O)(=O)c2ccc(C)cc2)c1 | -0.2 | -11.0 | -17.0 | 2.0 | 9.2 | 1.9 | 0.9 | -1.3 | -10.9
COc1ccc(S(=O)(=O)c2nnn(-c3ccccc3Cl)c2N)cc1 | 0.5 | -6.1 | 14.6 | -6.2 | -0.4 | 3.5 | 1.5 | -0.3 | -0.1
CN(CC(=O)Nc1ccc(S(N)(=O)=O)cc1)Cc1ccccc1F | -2.2 | -9.9 | -2.6 | -2.9 | 0.2 | 1.5 | 2.3 | 1.8 | 8.1
O=c1[nH][nH]c(C(F)(F)F)c1C=Nc1cccc(Cl)c1 | -0.9 | 6.4 | -2.3 | 15.9 | 19.2 | 0.4 | 0.6 | -1.4 | -6.9
CN(C)c1ccc(/C=N/NC(=O)c2sccc2-n2cccc2)cc1 | -0.3 | -9.7 | -0.4 | 2.6 | 27.7 | -1.5 | -1.7 | -1.7 | 0.5
CCCCOC(=O)C(C#N)c1nc2ccccc2nc1N1CCOCC1 (stereo not given) | -0.2 | -8.2 | -11.1 | -2.6 | -13.2 | -1.6 | -2.3 | -1.2 | -0.6
O=C(Cn1nc(-c2ccc(Cl)cc2)ccc1=O)NCC1COCCO1 (stereo not given) | -1.2 | -12.6 | -8.4 | 23.1 | 32.5 | 1.1 | -0.6 | -4.3 | -9.1
CC(=O)c1ccc(OC(=O)COc2ccccc2)cc1 | -0.3 | 1.0 | -3.4 | 2.8 | -16.1 | 1.8 | 0.2 | -1.1 | -6.7
CCCN(CC(=O)Nc1ccc(Cl)cc1Cl)C(=O)/C=C/c1cc(OC)ccc1OC | -0.4 | -20.8 | -3.6 | -20.3 | -26.4 | 0.1 | -1.2 | 0.8 | 1.1
O=c1c2c(nc3c(-c4ccccc4)c[nH]n13)CCC2 | -2.1 | -3.0 | -4.7 | -4.0 | 44.7 | -0.2 | -1.0 | -3.2 | -0.8
COc1ccc(C(NC(=O)CC(C)C)NC(=O)CC(C)C)cc1OC | 0.0 | 1.3 | -5.0 | 0.9 | -1.1 | 0.0 | 1.1 | -2.3 | 5.1
CC(=O)Oc1cccc(/C=C2\Sc3ccccc3C2=O)c1 | 1.7 | 3.2 | 2.5 | -9.9 | 10.5 | 2.8 | 1.5 | 0.0 | -5.2
O=C(Nc1ccc(SC(F)F)cc1)c1ccc(F)cc1 | -1.9 | -0.3 | 20.4 | 16.2 | 5.0 | 1.6 | 0.3 | -3.7 | -7.8

(cont.)
SMILES | VIM-2 inh | DNA FID counter | GPR7 antag | HCV NS3 hel inh | PHOSPHO1 block | V1aR counter | OXTR ag | IMP-1 inh | GalR3 antag
CC(C)N1C(=O)C(O)(C2COC(C)(C)CC2=O)c2ccccc21 (stereo not given) | -2.1 | -4.8 | -3.5 | -6.7 | 32.2 | -1.0 | 0.2 | -2.4 | -6.3
CCOC(=O)N1CCN(C(=O)CSc2nc(CC)nc3c2c(=O)n(C)c(=O)n3C)CC1 | -2.6 | -15.3 | -15.9 | -3.1 | 10.5 | 0.0 | -0.5 | -4.2 | -6.8
CNc1ncc(C(=O)c2ccc(F)cc2)s1 | -2.8 | 1.7 | -12.6 | -5.5 | 20.3 | 0.0 | -1.5 | -3.0 | -4.5
CCc1ccc(N(CC(=O)N2CCCCCC2)S(C)(=O)=O)cc1 | -3.3 | -21.5 | -9.5 | -0.9 | / | 0.3 | 0.7 | -4.3 | -8.1
Cc1ccc(N(CC(=O)Nc2ccc(F)c(Cl)c2)S(=O)(=O)c2c(C)noc2C)cc1 | -3.3 | 1.7 | -7.2 | 1.9 | 18.2 | 1.0 | -0.5 | -2.3 | -7.2
CCOC(=O)c1cn(CC)c2ccc(S(=O)(=O)N3CC(C)CC(C)C3)cc2c1=O (stereo not given) | -1.1 | -15.9 | -14.2 | -8.6 | -10.0 | -0.8 | -1.1 | -6.1 | -3.3
CC(Oc1ccc2c3c(c(=O)oc2c1)CCCC3)C(=O)NCCN1CCOCC1 (stereo not given) | 6.9 | -5.6 | -11.5 | 7.2 | 32.4 | 1.0 | 0.4 | -0.8 | -7.8
CCOc1ccc(/C=N/OCC(=O)Nc2ccc(OCc3ccccc3)cc2)cc1OC | -1.0 | -1.9 | -3.1 | -19.0 | 12.3 | 3.1 | 0.2 | -3.6 | -2.7
Cc1ccc(NC(=O)c2cccc(OC(F)F)c2)c(OC(F)F)c1 | -2.5 | -4.5 | -8.9 | 10.5 | -12.2 | -1.1 | -1.9 | -3.7 | -7.1
O=P(O)(CN1CCCCC1)CN1CCCCC1 | -2.2 | -1.0 | -5.8 | -8.1 | 3.3 | / | / | -3.1 | /
CC(NC(=O)OCc1ccccc1)C(=O)NCC(=O)NC(Cc1ccc(OC(C)(C)C)cc1)C(=O)OC(C)(C)C (stereo not given) | -0.8 | -62.2 | 4.3 | -22.7 | -4.0 | 0.1 | 0.1 | -0.1 | -1.0
COc1ccc(OC)c(-n2c(SC)nnc2-c2c[nH]c3ccccc23)c1 | -4.2 | -23.9 | 11.1 | 1.9 | 7.4 | 1.1 | 1.3 | -0.9 | /
O=C(CCN1CCCCC1)NCC1OCCc2ccccc21 (stereo not given) | -3.5 | -1.3 | -7.5 | -0.8 | 0.9 | -0.7 | 1.0 | -3.7 | -4.3
COc1ccc(/C=N/NC(=O)c2cc3cc(OC)c(OC)cc3[nH]2)cc1 | 3.0 | -27.4 | 7.9 | -10.1 | 44.8 | 1.8 | 0.1 | -0.2 | -10.0
COc1ccc(CCn2nnnc2C(C(C)C)N2CCN(c3ncccn3)CC2)cc1OC (stereo not given) | -0.4 | -30.3 | -8.4 | -5.7 | 14.1 | -0.4 | -0.4 | -0.7 | -3.2
CCOC(=O)c1cn2nc(Oc3cccc(C(F)(F)F)c3)ccc2n1 | -1.7 | -20.1 | -6.7 | 0.3 | 21.9 | -0.5 | -2.3 | -2.4 | -2.6
Cc1ccc(C(=O)OCc2ccc3c(c2)OCO3)cc1S(=O)(=O)N1CCCCC1 | -1.2 | -5.6 | -3.7 | 6.6 | -6.0 | 3.0 | 1.8 | -1.0 | -1.9
COc1ccc(N2CCN(C(=O)NC(=O)c3ccccc3)CC2)cc1 | -2.9 | -9.9 | -14.8 | -3.5 | 37.0 | 0.3 | -0.9 | -3.4 | -0.1
CN1C(C(=O)Nc2ccc(OC(F)(F)F)cc2)=CC(c2ccco2)=NS1(=O)=O | -3.4 | -5.0 | -6.4 | -12.1 | 41.2 | 1.4 | 0.0 | -2.5 | -1.8
O=C(CN(C(=O)c1csnn1)c1ccccc1Cl)NC1CCCC1 | -2.4 | -9.1 | -1.8 | 10.5 | 36.0 | -0.7 | 0.0 | -3.5 | -7.1
Cc1ccnc(NS(=O)(=O)c2ccc(NC(=O)C34CC5CC(C)(CC(C)(C5)C3)C4)cc2)n1 | -2.2 | -3.1 | 6.7 | -1.0 | -2.7 | -1.1 | -1.6 | -1.6 | -1.4
O=C(O)Cc1c(-c2ccccc2)c2cc(Br)ccc2[nH]c1=O | -1.7 | -30.5 | -11.7 | 8.1 | 7.6 | 1.3 | 0.6 | -2.0 | -3.7
CN=c1scc(-c2ccccc2F)n1/N=C/c1ccc(O)c(O)c1O | -0.5 | -17.7 | -10.8 | 23.1 | 20.2 | / | / | -0.2 | -3.4
CCc1ccc(Nc2nnc(SCC(=O)N(C)CC(=O)Nc3ccccc3CC)s2)cc1 | -1.8 | -7.0 | -10.2 | -0.4 | 6.5 | 0.0 | -1.9 | -4.0 | 0.3
CCOC(=O)N1CCC(N(CCCOC)C(=O)Nc2cccc(OC)c2)CC1 | -0.8 | -23.6 | 1.7 | 1.4 | 17.9 | 4.3 | -0.7 | 1.6 | -8.3
CCOC(=O)N1CCN(C(=O)C2CCN(Cc3nc(-c4ccccc4C)oc3C)CC2)CC1 | 0.5 | 6.9 | -9.1 | -1.2 | 0.3 | 0.5 | -0.7 | 0.7 | 1.4
COc1ccc(C(F)(F)F)cc1N/C=C\c1nnnn1-c1ccccc1 | -2.8 | -0.9 | -17.0 | 3.2 | -91.6 | 0.2 | -1.0 | -2.0 | -7.1

Sorted by value in PHOSPHO1 block (smallest number first): 3 of the compounds above
| Compound | PHOSPHO1 block |
| --- | --- |
| COc1ccc(C(F)(F)F)cc1N/C=C\c1nnnn1-c1ccccc1 | -91.6 |
| CCOC(=O)N1CCN(C(=O)CSc2nc(CC)nc3c2c(=O)n(C)c(=O)n3C)CC1 | 10.5 |
| CN=c1scc(-c2ccccc2F)n1/N=C/c1ccc(O)c(O)c1O | 20.2 |

Compounds as they come, and some 4.3% of all compounds hit somewhere here.
